ERK EGF block – blocks ERK signaling stimulated by EGF. HEK293-V1b, EGF-stimulated phospho-ERK AlphaScreen. Potency, µM (doses to about 11.5 µM), inactives show at the top dose activity change, negative = inhibition, hits mostly inhibitors. actives 0.41% (n = 130,000). AID 1454; active = well fitted inhibition curve with a large enough effect; inconclusive = small, poorly fitted or top-dose-only effect, or effect the other way;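 also: plate controls were stimulated vehicle wells for no effect and unstimulated vehicle basal for full effect; nearly all actives have a fitted effect of over 55% in size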
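Cell line HEK293 (stable V1b), low serum overnight. Pretreatment: compound 30 min, 37C. EGF 25 nM, 5 min. Detection: SureFire AlphaScreen, 5 h RT. AC50 via standard Hill equation.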
* = called active by the depositor; ? = inconclusive; [ ] = another dose, or the depositor's remark. Potency is read from the fitted curve at half-maximal effect.

Compound	ERK EGF block
Cc1c(C(=O)N/N=C/c2cccnc2)sc(=S)n1C	3%
CC(=O)NCCNc1nc(-c2ccccc2CN(C)C)nc2ccccc12	28%
CCCN(CC(=O)Nc1ccc(C(N)=O)cc1)CC(=O)Nc1ccccc1C	-4%
CCS(=O)(=O)N1CCC(C(=O)NCc2ccc(OC)cc2OC)CC1	5%
CCOC(=O)c1oc2ccc(S(=O)(=O)n3nc(-c4ccc(OC)cc4)cc3N)cc2c1C	6%
CC(C)=CC(=O)OCC(=O)Nc1cc([N+](=O)[O-])ccc1F	-10%
O=C(COC(=O)c1cc(NS(=O)(=O)c2cccs2)ccc1O)Nc1ccc(F)c(F)c1F	7%
CC(=O)Nc1ccc(C)c([N+](=O)[O-])c1	3%
Cc1ccn2c(-c3n[nH]c(=S)n3C)c(C)nc2c1	8%
Cn1c(=O)c2c(nc(SCC(=O)c3ccccc3F)n2C)n(C)c1=O	19%
Cc1nnc(SCC(=O)Nc2nc3ccccc3s2)n(N)c1=O	-5%
CCc1c(O)cc(=O)n(-c2ccccc2)c1-c1ccccc1	12%
COC(=O)c1cc(CNC(=O)c2ccccc2Cl)ccc1OC	21%
COc1cc(NC(=O)C(=O)N2CCN(C)CC2)c(OC)cc1Cl	-3%[57.5 µM]
CC1CCN(S(=O)(=O)c2cc([N+](=O)[O-])ccc2Cl)CC1	2%
COC(=O)c1c(NC(=O)CN2CCCc3ccccc32)sc(C)c1C	0%
c1ccc(CNc2nc(NCc3ccco3)nc(N3CCOCC3)n2)cc1	5%
COc1ccccc1CNC(=O)C(=O)NCC1OCCN1C(=O)c1ccc(Cl)cc1 (stereo not drawn)	3%[57.5 µM]
COc1ccccc1NNC(=O)c1cc(C(C)(C)C)nn1Cc1ccccc1	10%[57.5 µM]
O=C(CCc1nnc(CCC2CCCCC2)o1)NCc1ccon1	-13%[57.5 µM]
CC(CCc1ccccc1)NC(=O)CSc1ccccn1 (stereo not drawn)	0%
COc1cccc(NC(=O)COC(=O)Cc2ccccc2[N+](=O)[O-])c1	9%
Clc1ccc(SCCCCN2CCOCC2)cc1	-5%
COC(=O)c1ccc(OC)c(-c2c(OC)cc(OC)cc2OC)c1	7%
Cc1ccccc1C(=O)NC(CC(C)C)C(=O)Nc1ccc(S(N)(=O)=O)cc1 (stereo not drawn)	0%
COc1ccc(C)cc1S(=O)(=O)N1CCC(C(=O)N2CCN(C)CC2)CC1	11%
Cc1csc(NC(=O)c2ccc(C)c([N+](=O)[O-])c2)n1	13%
COc1ccc2c(=O)c(C(=O)O)c(-c3ccc4c(c3)OCO4)n(C)c2c1	3%
CCNC(=S)NCc1ccc(OC)c(OC)c1	-1%
O=C(Cn1nc(-c2ccccc2)nc1-c1ccccc1)OC1CCCCC1	1%
Cc1nn(-c2ccccc2)nc1CNS(C)(=O)=O	0%[57.5 µM]
COc1ccc2[nH]cc(CCNc3cc(-c4ccoc4)ncn3)c2c1	28%
O=C(NC(=S)Nc1cccc2ncccc12)c1ccco1	7%
Cc1cc(NC(=O)CSc2n[nH]c(=O)[nH]c2=O)ccc1Br	-7%
Cc1ccc(Cl)cc1NC(=S)N/N=C/c1cccc2ccccc12	7%[57.5 µM]
CC(CC(=O)Nc1ccc(C(N)=O)cc1)c1ccccc1 (stereo not drawn)	0%
C#CCOCCOCCOCCNc1nc(N2CCOCC2)nc(N2CCN(C(=O)[C@H](Cc3ccc(O)cc3)n3cc([C@@H](N)CC(C)C)nn3)CC2)n1	-1%[57.5 µM]
CC(C)CCNC(=O)C(c1ccncc1)N(Cc1cccs1)C(=O)Cn1nnc(-c2ccc(F)cc2)n1 (stereo not drawn)	7%
O=C(c1cc(S(=O)(=O)N2CCOCC2)c(Cl)cc1Cl)N1CCCCC1CO (stereo not drawn)	3%[57.5 µM]
COc1ccc(OCCCC(=O)Nc2nncs2)cc1	0%
Cc1ccc(OCCCCn2cnc3ccccc32)cc1	2%
Cc1ccc(-c2nc(NCc3cccnc3)c3ccccc3n2)cc1	8%
CC12C(=O)OC(=O)C1(C)C1CCC2O1 (stereo not drawn)	?
N/C(Cc1ccc(Cl)cc1)=N\OC(=O)C1CCCCC1	10%
Cc1nn(C)c(C)c1NC(=O)c1cnn2c(C(F)F)cc(-c3ccccc3)nc12	-5%
O=C(O)COc1ccc(/C=C2\SC(=Nc3ccccc3)N(c3ccccc3)C2=O)cc1	1%
O=[N+]([O-])c1ccc(OCC(O)CN2CCN(c3ccccc3F)CC2)cc1 (stereo not drawn)	3%
CC1CCCC(NC(=O)COC(=O)c2ccccc2[N+](=O)[O-])C1C (stereo not drawn)	4%
Cc1nc(NC(=O)c2ccccc2)sc1C1(C)CC(c2ccccc2F)=NO1 (stereo not drawn)	-14%[57.5 µM]
Cc1cc(CNC(=O)CCc2nnc(CCCc3ccccc3)o2)nn1C	2%
O=C(Nc1cc(S(=O)(=O)N2CCCCC2)ccc1N1CCCCC1)c1ccncc1	-1%[57.5 µM]
COc1cc2c(cc1OC)C(c1ccccc1)N(S(C)(=O)=O)CC2 (stereo not drawn)	6%[57.5 µM]
NS(=O)(=O)c1ccc(CCNC(=O)CCC2COc3ccccc3O2)cc1 (stereo not drawn)	6%
O=C(O)c1ccc(NC(CSCc2ccccc2F)C(=O)O)c([N+](=O)[O-])c1 (stereo not drawn)	11%
O=C(O)c1sc2ncccc2c1OCc1ccccc1	1%
Cc1ccnc(SCc2cc(=O)c(OC(=O)c3ccc(Cl)c([N+](=O)[O-])c3)co2)n1	9%
Cn1nccc1-c1cc(Cl)cc(Cl)c1O	6%[57.5 µM]
CCCCNC(=O)C1CCCN(S(=O)(=O)CC)C1 (stereo not drawn)	-4%
O=C(COc1ccccc1[N+](=O)[O-])N/N=C/c1ccc(O)c([N+](=O)[O-])c1	19%
BrC(=C\c1ccccc1)/C=N/n1cnnc1	0%

(more compounds)
Compound	ERK EGF block
CC(=O)c1ccc(OC(=O)c2ccc(-n3nc(C)cc3C)cc2)cc1	-3%
Cc1cc(NC(=O)Nc2cccc(Cl)c2)n(-c2ccccc2)n1	6%[57.5 µM]
C=C/C1=C/Cc2ccccc2[C@H](C[N+](=O)[O-])C(C(=O)OC)(C(=O)OC)C1	-4%
C/C(=N/NC(=O)CNC(=O)Cc1ccccc1)c1ccco1	-3%
CCn1c(O)c(N=NC(=O)c2cccs2)c2ccccc21	?
CC(OC(=O)Cc1coc2ccc3ccccc3c12)C(=O)Nc1ncc(Cl)cc1Cl (stereo not drawn)	-3%
C#Cc1cccc(NC(=O)C2CCN(C(C)=O)CC2)c1	-6%
COc1cccc(C(=O)NC(=S)Nc2ccc([N+](=O)[O-])cc2C)c1	4%
COc1cc(/C=C(/C#N)C(=O)Nc2ccccc2)ccc1OCc1ccc(C(=O)O)cc1	4%
CCn1c(Cc2cccs2)nnc1SCC(=O)NC(C)(C)C	19%
O=C(NCc1ccncc1)c1ccc(Oc2ccccc2)cc1	-1%
CCOC(=O)c1ccc(-n2nc(C)cc2C)cc1	-3%[57.5 µM]
COC(=O)c1sc(NC(=O)CSc2nnc(Cn3nnc4ccccc43)n2C)nc1C	4%
Cc1oc2ccc(O)cc2c1C(=O)OC(C)C	4%
CC(=O)N(CCS(=O)(=O)c1ccc(Cl)cc1)Cc1cccs1	1%[57.5 µM]
O=C(Nc1cccc(S(=O)(=O)N2CCOCC2)c1)c1cnn2c(C(F)F)cc(-c3ccccc3)nc12	?
CN(Cc1nc(-c2cnccn2)no1)Cc1n[nH]c2c1CCCC2	13%
CC(=O)c1cccc2c(O)c(C3=Nc4ccccc4C3=O)[nH]c12	25µM*
CCCN(CCC)c1c([N+](=O)[O-])c(=O)oc2ccccc12	3%
CCOC(=O)N1CCN(c2c(NCCc3ccc(C)cc3)c(=O)c2=O)CC1	-3%[57.5 µM]
Cc1nn(C)c(C(=O)N2CCc3ccccc32)c1Cl	6%
Cc1cccc(C)c1-n1c(C)cc(/C=C2\NC(=O)NC2=O)c1C	28%
COc1ccccc1Oc1c(C)oc2c(CN3CCOCC3)c(O)ccc2c1=O	27%[57.5 µM]
COc1ccc(NC(=O)c2ccc(OC(F)F)cc2)cc1Cl	7%

Carrying on.
structure | ERK EGF block
CC(=O)OCCNc1cc(SCc2ccco2)c2nonc2c1[N+](=O)[O-] | 1%
CSC(=S)N/N=C(\C)c1ccc(Br)cc1 | 23%
Cc1nc(-c2ccccc2OC(F)(F)F)[nH]c(=O)c1Cl | -1%[57.5 µM]
Cc1cccc(C)c1OCC(=O)Nc1ccc(N2CCOCC2)cc1 | 4%
CCN(CC)S(=O)(=O)c1cccc(C(=O)Nc2cc(C)nn2-c2ccccc2)c1 | 3%
O=C(O)C1CC=CCC1C(=O)Nc1ccc(Oc2ccc(Cl)cc2)cc1 (stereo not drawn) | 3%
Cc1nc2ccccc2cc1C(=O)N/N=C/c1ccc([N+](=O)[O-])cc1 | 4%
CCOc1ccccc1-c1ccc(C(=O)NCc2ccccc2)o1 | 4%
COC(=O)c1nnn(-c2ccccc2)c1N | 20%
C[C@@](N)(C(=O)O)c1ccc(S(=O)(=O)O)cc1 | -4%
CCCCNC(=O)c1cc2c(C)cc(C)cc2[nH]1 | -4%[57.5 µM]
Cc1ccc2[nH]c(=O)c(C3=NN(C(=O)CCC(=O)O)C(c4cccs4)C3)c(-c3ccccc3)c2c1 (stereo not drawn) | 2%
Cc1cc(C(=O)N/N=C/c2ccc(O)c([N+](=O)[O-])c2)n[nH]1 | -8%
Nc1ccc(-c2ccc(N)c(C(=O)O)c2)cc1C(=O)O | -10%[57.5 µM]
COc1ccc(C(CCN2CCCCC2)c2c(O)cc(OC)cc2OC)cc1 (stereo not drawn) | -4%[57.5 µM]
COc1ccc(CN2CCS(=O)(=O)CC2)cc1OC | 1%

Molecules listed so far with an aryl thioether with sulfur outside any ring (9):
structure | ERK EGF block
Cn1c(=O)c2c(nc(SCC(=O)c3ccccc3F)n2C)n(C)c1=O | 19%
Cc1nnc(SCC(=O)Nc2nc3ccccc3s2)n(N)c1=O | -5%
CC(CCc1ccccc1)NC(=O)CSc1ccccn1 (stereo not drawn) | 0%
Clc1ccc(SCCCCN2CCOCC2)cc1 | -5%
Cc1cc(NC(=O)CSc2n[nH]c(=O)[nH]c2=O)ccc1Br | -7%
Cc1ccnc(SCc2cc(=O)c(OC(=O)c3ccc(Cl)c([N+](=O)[O-])c3)co2)n1 | 9%
CCn1c(Cc2cccs2)nnc1SCC(=O)NC(C)(C)C | 19%
COC(=O)c1sc(NC(=O)CSc2nnc(Cn3nnc4ccccc43)n2C)nc1C | 4%
CC(=O)OCCNc1cc(SCc2ccco2)c2nonc2c1[N+](=O)[O-] | 1%

(continued)
structure | ERK EGF block
O=C(NCCCO)C(=O)NCCc1ccc(Cl)cc1 | -7%
Cn1cnnc1SCC(=O)c1cc2ccccc2o1 | -8%
Cc1cc2ccccn2c1C(=O)c1ccc(S(=O)(=O)N(C)C)cc1 | ?
COC(=O)c1ccccc1OCCCN(C)C | -5%
CCCCC(=O)/C=C/n1c(=S)oc2ccccc21 | -3%
CS(=O)(=O)N1CCN(c2ccccc2[N+](=O)[O-])CC1 | 2%
CC(=O)Nc1ccc(NC(=O)c2cccc3c2-c2ccccc2C3=O)cc1 | -4%
COc1cccc(CNn2cn[nH]c2=S)c1OCc1ccccc1 | -4%
Cc1[nH][nH]c(=O)c1C(c1c(C)[nH][nH]c1=O)c1cn(Cc2ccc(Cl)c(Cl)c2)c2ccccc12 | 11%
COc1ccccc1C(=O)NNC(=O)C(=O)NC(C)(C)C | -3%
CCCN=C1NC(=O)C(CC(=O)NCCc2ccc(OC)c(OC)c2)S1 (stereo not drawn) | -4%
Cc1cc(C(=O)N/N=C\C(Br)=C\c2ccccc2)c(C)o1 | 6%
COc1ccc(NS(=O)(=O)c2cc(NC(=O)c3cnc(C)cn3)ccc2N2CCCCC2)cc1 | 3%
C=CCNCCOCCOc1ccccc1-c1ccccc1 | 12%
CCCN(CCC)CCCNc1ccc(C(=O)Nc2cccc(OC)c2)cc1[N+](=O)[O-] | -4%
COc1cc2c(cc1OC)-c1cc(NC3CCCCCC3)nc(=O)n1CC2 | -19%[57.5 µM]
COc1nccc(C(F)(F)F)c1C(=O)NC(=O)Nc1ccccc1 | 4%[57.5 µM]
CCCCNc1nc2ccccc2nc1Cl | -5%
O=C(OCn1nnc2ccccc2c1=O)C12CC3CC(CC(O)(C3)C1)C2 | 3%
COc1ccc2c(CC(=O)OCC(=O)NC(N)=O)coc2c1 | -7%[57.5 µM]
O=c1c([N+](=O)[O-])c[nH]c2ccccc12 | 5%
COc1ccc(OC(C)C(=O)Nc2ccccc2F)cc1 (stereo not drawn) | 1%[57.5 µM]
CC(C)c1csc(CN2CCN(Cc3ccccc3)C(CCO)C2)n1 (stereo not drawn) | -10%[57.5 µM]
Cc1cc(C(C)(C)C)cc(C)c1S(=O)(=O)N1CC(=O)Nc2ccccc21 | ?
Cc1ccc(C(=O)COC(=O)c2cn3ccccc3n2)cc1 | 2%
Cc1ccc(NC(=O)CN2CCc3ccccc3C2)cc1F | 0%[57.5 µM]
CNC(=O)c1c(C)nn(-c2ccc(F)c(Cl)c2)c1-c1cc(C)on1 | -2%[57.5 µM]
Cc1ccc(NC(=O)C(=O)NCc2ccc(/C=C(/C#N)C(=O)NCc3cccnc3)o2)cc1C | -2%
Cc1cccc(NC(=O)COC(=O)c2ccc3c(=O)n4c(nc3c2)CCC4)c1 | 5%
Cc1nc2ccccc2c(=O)n1/N=C/c1cn[nH]c1-c1ccccc1 | -6%[57.5 µM]
CCCSc1cc(NCCOC(=O)CCC)c([N+](=O)[O-])c2nonc12 | -2%

Two entries picked at random from those above:
structure | ERK EGF block
Cc1ccc(NC(=O)CN2CCc3ccccc3C2)cc1F | 0%[57.5 µM]
Cc1ccc(NC(=O)C(=O)NCc2ccc(/C=C(/C#N)C(=O)NCc3cccnc3)o2)cc1C | -2%

Some of the compounds tested; count on the stated rates, not on these rows.
